High-throughput results: PubChem BioAssay, The Scripps Research Institute Molecular Screening Center
TEAD-YAP block: TEAD-YAP interaction inhibition, primary screen, TEAD-YAP interaction inhibitor project, luminescence, HEK-TIYL cells | inhibition, % at 9.12 µM | TEAD-Gal4/YAP UAS-luciferase luminescence | 640,000 tested, 1.4% active | AID 1259422, 2018; in the data active = inhibition above about 32%;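 note: 0% = median of test compound wells and 100% = reference inhibitor wells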
MITF primary: MITF inhibitors, primary screen, biochemical, AlphaScreen, human. Microphthalmia-associated transcription factor (Homo sapiens), O75030. AlphaScreen MITF homodimerization, bead proximity signal. 650,000 tested, 0.91% active. inhibition, % at 2.6 µM; in the data active = inhibition above about 50%;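 note: 0% = vehicle wells with protein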
GPR151 activ: activators of human GPR151, primary screen, cell-based, PathHunter beta-arrestin, luminescence; G-protein coupled receptor 151 (Homo sapiens), Q8TDV0; PathHunter beta-arrestin GPR151 cells; activation, % at 11.2 µM; 650,000 tested, 1% active; AID 1508602, 2020; in the data active = activation above about 4.9%;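 note: 0% = median of compound wells and 100% = cells with positive control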
FBW7 act: FBW7 E3 ligase activators, primary screen, biochemical, AlphaScreen, human | 650,000 tested, 0.13% active | F-box/WD repeat-containing protein 7 (Homo sapiens), Q969H0 | AlphaScreen FBW7–phospho-cyclin E peptide binding, activator screen | AID 1259310, 2017 | normalized activity (activation), % at 26.1 µM; in the data active = normalized activity above about 1.9%;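 note: purified mutant Fbw7 with reduced substrate affinity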
Target sequence (Q969H0 whole entry, looked up): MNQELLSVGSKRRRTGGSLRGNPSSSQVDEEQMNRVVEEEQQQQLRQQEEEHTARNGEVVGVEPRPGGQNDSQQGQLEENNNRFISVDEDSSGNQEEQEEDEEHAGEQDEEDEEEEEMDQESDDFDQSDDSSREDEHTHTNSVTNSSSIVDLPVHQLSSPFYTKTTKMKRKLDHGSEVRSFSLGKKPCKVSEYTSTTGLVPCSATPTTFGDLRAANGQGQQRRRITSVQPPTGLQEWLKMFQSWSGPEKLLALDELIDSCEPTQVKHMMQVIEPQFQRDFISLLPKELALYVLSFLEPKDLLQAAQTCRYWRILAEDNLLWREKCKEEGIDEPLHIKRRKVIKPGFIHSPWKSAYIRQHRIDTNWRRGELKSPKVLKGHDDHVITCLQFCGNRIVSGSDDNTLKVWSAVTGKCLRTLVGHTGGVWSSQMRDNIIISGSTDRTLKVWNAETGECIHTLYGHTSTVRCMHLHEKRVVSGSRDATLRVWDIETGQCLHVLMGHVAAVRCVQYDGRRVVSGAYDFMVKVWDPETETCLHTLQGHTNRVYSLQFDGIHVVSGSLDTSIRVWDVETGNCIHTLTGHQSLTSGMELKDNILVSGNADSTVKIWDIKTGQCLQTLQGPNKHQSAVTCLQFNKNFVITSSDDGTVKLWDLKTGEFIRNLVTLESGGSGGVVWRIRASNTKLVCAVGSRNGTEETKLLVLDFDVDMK
* = called active by the depositor.

Labels used below – A = TEAD-YAP block; B = MITF primary; C = GPR151 activ; D = FBW7 act
1: COC(=O)c1ccc(NC(=O)c2cc(OC(C)=O)cc(OC(C)=O)c2)cc1
  A: 45*; B: 2; C: 0.8; D: -0.1
2: COCc1nnc(NC(=O)/C=C/c2ccc(Cl)cc2)s1
  A: 7; B: 17; C: 0.6; D: 0.0
3: COCCNC(=O)C1CCCN(c2nc3c(C)cc(C)cc3s2)C1 (stereo not given)
  A: -74; B: -5; C: 1.9; D: -0.2
4: O=C(CSc1nnnn1-c1ccc(F)cc1F)Nc1ccccc1F
  A: -9; B: 3; C: 1.2; D: 0.0
5: CC(=O)NS(=O)(=O)c1ccc(NC(=O)Cc2cccs2)cc1
  A: 3; B: -2; C: -1.2; D: -0.1
6: O=C(Nc1ccc2c(c1)OCO2)c1csc(Br)n1
  A: -40; B: 2; C: -6.6; D: -0.1
7: O=c1cc(CN2CCN(Cc3ccc4c(c3)OCO4)CC2)c2cc3c(cc2o1)CCC3
  A: 2; B: 19; C: 1.0; D: 0.1
8: COCCNC(=O)/C=C/c1ccc(C(C)C)cc1
  A: -38; B: 7; C: -0.1; D: 0.0
9: CCCOC(=O)Nc1sc2c(c1C(N)=O)CCC2
  A: -8; B: 14; C: -1.0; D: 0.8
10: CCC(C)(C)NC(=O)CN(Cc1ccc2c(c1)OCO2)C(=O)c1snc(C(N)=O)c1N
  A: 7; B: 5; C: 1.7; D: -0.1
11: CC(=O)Nc1cccc(NC(=O)C(=O)c2c(C)n(C)c3ccccc23)c1
  A: 0; B: 11; C: 0.3; D: -0.2
12: COc1ccccc1N1CCN(C2CCCN(C(=O)C3CCCC3)C2)CC1 (stereo not given)
  A: -6; B: -3; C: 3.8; D: 0.0
13: COCC(=O)Nc1nnc(-c2ccc(C(C)(C)C)cc2)s1
  A: -42; B: -1; C: 0.0; D: -0.1
14: COc1ccc(CNC(=O)CN2C(=O)COc3ccccc32)c(OC)c1
  A: -6; B: 8; C: -0.7; D: 0.0
15: O=C(Nc1cccc(C(F)(F)F)c1)c1nn2c(c1Cl)NC(c1ccccc1)CC2C(F)(F)F (stereo not given)
  A: -6; B: -4; C: 1.9; D: -0.2
16: O=C(CCn1c(SCc2ccccc2F)nc2ccccc2c1=O)N1CCCCC1
  A: 1; B: -3; C: -2.1; D: 0.1
17: COC(=O)CSc1nc2sc3c(c2c(=O)n1-c1ccc(C)cc1)CCC3
  A: 7; B: 13; C: -1.5; D: 0.5
18: Cc1cccc(C2C(C#N)=C(N)OC3=C2C(=O)CCC3)c1 (stereo not given)
  A: -18; B: -1; C: -0.5; D: -0.1
19: COc1ccc(CNC(=O)c2nc(SC)ncc2Cl)cc1
  A: -16; B: 0; C: -0.5; D: 0.0
20: Cc1cc(/C=C(/C#N)c2ccc(Br)cc2)c(C)n1-c1ccc(Cl)cc1
  A: -8; B: 16; C: -0.8; D: 0.1
21: Cc1cc(SCC(=O)Nc2ccc(F)cc2F)nc(=O)[nH]1
  A: -7; B: 1; C: 0.9; D: -0.1
22: COc1ccccc1N(CC(=O)N(Cc1ccccc1)Cc1ccccc1)S(C)(=O)=O
  A: 0; B: -7; C: 2.8; D: -0.1
23: Cc1ccccc1NC(=O)COc1ccc2oc(=O)cc(C)c2c1
  A: 11; B: 16; C: 3.4; D: 0.5
24: O=c1c2ccccc2nc2sc(Nc3ccc(Cl)cc3)nn12
  A: -10; B: -5; C: -2.0; D: 0.0
25: C=CCc1cc(/C=C2/SC(=S)NC2=O)cc(OC)c1OCC(=O)O
  A: 10; B: 12; C: 2.2; D: -0.3
26: Cc1cccc(C2CC(=O)Nc3cc4c(cc32)OCO4)c1 (stereo not given)
  A: 18; B: 8; C: -1.2; D: 0.2
27: COc1ccc(NC(=O)c2ccc3c(=O)n(CCc4ccccc4)c(SCC(=O)C(C)(C)C)nc3c2)cc1OC
  A: 7; B: 5; C: 1.5; D: 0.0
28: C/C(=C/C(=O)C(F)(F)F)N1CCN(C/C=C/c2ccccc2)CC1
  A: -11; B: 9; C: 0.4; D: 0.3
29: CS(=O)(=O)N(CC(=O)Nc1ccc(F)cc1)c1ccc(Cl)c(Cl)c1
  A: -4; B: -8; C: 0.2; D: -0.1
30: COc1ccc([N+](=O)[O-])cc1N1C(=O)c2cccnc2C1=O
  A: -3; B: 30; C: 0.9; D: -0.1

Whole records, looked up by structure.
CCC(C)(C)NC(=O)CN(Cc1ccc2c(c1)OCO2)C(=O)c1snc(C(N)=O)c1N across the screens: TEAD-YAP block = 7; MITF primary = 5; GPR151 activ = 1.7; FBW7 act = -0.1
COC(=O)c1ccc(NC(=O)c2cc(OC(C)=O)cc(OC(C)=O)c2)cc1 across the screens: TEAD-YAP block = 45*; MITF primary = 2; GPR151 activ = 0.8; FBW7 act = -0.1

Part of the list above, limited to FBW7 act, TEAD-YAP block and GPR151 activ.
no.	SMILES	FBW7 act	TEAD-YAP block	GPR151 activ
21	Cc1cc(SCC(=O)Nc2ccc(F)cc2F)nc(=O)[nH]1	-0.1	-7	0.9
22	COc1ccccc1N(CC(=O)N(Cc1ccccc1)Cc1ccccc1)S(C)(=O)=O	-0.1	0	2.8
23	Cc1ccccc1NC(=O)COc1ccc2oc(=O)cc(C)c2c1	0.5	11	3.4
24	O=c1c2ccccc2nc2sc(Nc3ccc(Cl)cc3)nn12	0.0	-10	-2.0
25	C=CCc1cc(/C=C2/SC(=S)NC2=O)cc(OC)c1OCC(=O)O	-0.3	10	2.2

Additional entries
Labels used below – A = TEAD-YAP block; B = MITF primary; C = GPR151 activ; D = FBW7 act
31: O=C(NCc1cccnc1)c1ccc(Cn2cnc3ccccc32)o1
  A: -9; B: 4; C: 0.3; D: -0.2
32: CCOC(=O)c1ccc(S(=O)(=O)N2CCN(C=O)CC2)cc1
  A: 3; B: 11; C: -0.7; D: 0.9
33: CC(C)OCC(O)Cn1c(N2CCOCC2)nc2c1c(=O)[nH]c(=O)n2C (stereo not given)
  A: 2; B: 15; C: -0.1; D: 0.0
34: COc1cc(NC(=O)c2cc3nc(-c4ccc(OC)c(OC)c4)cc(C(F)(F)F)n3n2)cc([N+](=O)[O-])c1
  A: -5; B: 1; C: 0.0; D: 0.2
35: C=CCNCCCCOc1cccc2ccccc12
  A: 1; B: 24; C: 0.3; D: -0.1
36: CC1CCCCC1NC(=O)COC(=O)c1ccc[nH]c1=O (stereo not given)
  A: -10; B: -4; C: -0.1; D: 0.2
37: NN1C(=O)/C(=C/c2ccc(O)c(Br)c2)SC1=S
  A: 33*; B: 20; C: -8.4; D: -0.5
38: CCCCCC(=O)Nc1ccc(C(=O)Nc2ccccc2O)cc1
  A: -52; B: 10; C: 0.0; D: 0.0
39: c1coc(-c2nnc(SCCN3CCOCC3)o2)c1
  A: -19; B: 2; C: 4.0; D: -0.2
40: CCOCCn1c(=NC(=O)c2ccc(S(=O)(=O)N(C)C)cc2)sc2cc(C)ccc21
  A: -10; B: -9; C: 1.4; D: -0.1
41: CC(C)NC(=O)c1sc2ccccc2c1Cl
  A: 2; B: 8; C: 0.3; D: 0.0
42: COc1cc(CO)c(Br)cc1OCc1ccccc1F
  A: -36; B: 4; C: -1.1; D: 0.1
43: CC(C)CCNC(=O)c1cc(S(=O)(=O)N2CCCCC2)ccc1F
  A: -2; B: 9; C: -0.6; D: 0.1
44: CCOC(=O)c1ccc(N2C(=O)C(CC(=O)Nc3ccc(OC)cc3)N(CCc3ccc(OCC)c(OCC)c3)C2=S)cc1 (stereo not given)
  A: 1; B: -2; C: -0.9; D: 0.0
45: O=C(O)/C(=C\c1ccc([N+](=O)[O-])cc1)Sc1nnc(-c2ccc(F)cc2)o1
  A: -7; B: -7; C: 3.2; D: -0.1
46: COc1ccc(C(=O)NC(CC(=O)O)c2ccccc2)cc1 (stereo not given)
  A: -6; B: -6; C: -0.7; D: -0.1
47: Cc1nnc(SCc2cccc(C(F)(F)F)c2)[nH]c1=O
  A: -7; B: -5; C: -0.1; D: 0.0
48: COc1ccc(OC)c(Nc2nc(-c3ccc(F)cc3)cs2)c1
  A: -13; B: -16; C: 0.8; D: 0.0
49: Cc1nnc(NC(=O)/C=C/c2c(F)cccc2Cl)s1
  A: 0; B: 0; C: 0.2; D: 0.0
50: Cc1noc(CNC(=O)c2cnc3ccccc3n2)n1
  A: -1; B: 14; C: 1.1; D: 0.1
51: FC(F)(F)Oc1ccc(Nc2cc(NCCc3ccccn3)ncn2)cc1
  A: -20; B: 3; C: 0.0; D: 0.1
52: CCCOc1ccc(C2NC(=O)NC(C)=C2C(=O)OCc2ccc3c(c2)OCO3)cc1OC (stereo not given)
  A: -8; B: 2; C: 0.9; D: -0.1
53: CC(C)(C)C1CCC(C(=O)OCC(=O)Nc2ccc3[nH]c(=O)[nH]c3c2)CC1 (stereo not given)
  A: 8; B: 6; C: 2.8; D: 0.1
54: CCn1c(=O)c2ccccc2n2c(SCC(=O)NC3CCCCC3)nnc12
  A: -2; B: -5; C: -0.4; D: 0.2
55: CCCCCN(C(=O)NC(=O)Nc1cccc([N+](=O)[O-])c1)S(=O)(=O)c1ccccc1
  A: 4; B: 0; C: -0.6; D: -0.1
56: COc1ncccc1C(=O)N1CCOc2ccc(CN3CCCCC3CO)cc2C1 (stereo not given)
  A: -1; B: 0; C: -1.2; D: -0.1
57: C=CCN1C(=O)C(C)(C)COc2cc(NC(=O)C3CCCCC3)ccc21
  A: 4; B: 12; C: 1.0; D: 0.1
58: CSc1cccc(NC(=O)CN2Cc3ccccc3C2=O)c1
  A: -3; B: -2; C: 0.2; D: -0.2
59: O=C(O)CCCCCN1C(=O)C(=O)/C(=C(\O)c2ccc([N+](=O)[O-])cc2)C1c1ccc(Cl)cc1Cl (stereo not given)
  A: 6; B: 11; C: 0.6; D: 0.1
60: COc1ccc(S(=O)(=O)N2CCC(c3nnc(-c4ccccc4C)o3)CC2)c(OC)c1
  A: 7; B: -13; C: -0.5; D: -0.1
61: C=CCOc1ccc(/C=N/NC(=O)Cc2ccccc2)cc1OCC
  A: 5; B: 10; C: 1.8; D: 0.7
62: O=C1CC(Nc2ccccc2)C(=O)N1c1ccc(Cl)cc1 (stereo not given)
  A: -7; B: 25; C: 0.8; D: 0.1
63: O=C(COC(=O)c1ccco1)Nc1nc2ccccc2s1
  A: -7; B: 10; C: -0.3; D: -0.1
64: CC(C(=O)N1CCCc2c1c(=O)oc1ccc(O)cc21)N1CCc2ccccc2C1 (stereo not given)
  A: -1; B: -1; C: 0.8; D: 0.1
65: O=C(Nc1ccc(Cl)c([N+](=O)[O-])c1)C1c2ccccc2Oc2ccccc21
  A: 8; B: 1; C: -1.0; D: -0.1
66: Cc1ccc(-c2[nH]nc3c2C(c2cccc(C(F)(F)F)c2)C(C#N)=C(N)O3)cc1 (stereo not given)
  A: 6; B: 17; C: 1.6; D: -0.1
67: CC(=O)Nc1ccc(S(=O)(=O)NNC(=S)NCc2ccc(Cl)cc2)cc1
  A: 3; B: 11; C: 0.7; D: 0.1
68: O=C(N/N=C/c1ccsc1)c1c[nH]c2ccccc12
  A: -44; B: -8; C: 0.5; D: 0.1
69: O=C(Oc1ccc(OC(=O)c2ccccc2)c(S(=O)(=O)c2ccc3ccccc3c2)c1)c1ccccc1
  A: -8; B: -6; C: -0.7; D: 0.0
70: CCOC(=O)N1CCc2nc(NC(=O)C(C)(C)C)sc2C1
  A: -37; B: -12; C: 0.8; D: -0.1
71: Cc1c(C(=O)N(C)CCc2ccccc2)sc2ncnc(NCC3CCCO3)c12 (stereo not given)
  A: 2; B: 20; C: -1.1; D: 0.2
72: O=C(CSc1nc(-c2ccccc2)c(-c2ccccc2)n1-c1ccccc1)Nc1ccc(F)cc1
  A: -6; B: 7; C: -0.5; D: 0.2
73: CCCCNC(=O)c1cnn2c(C)c(Cc3ccc(Cl)cc3)c(C)nc12
  A: -13; B: 2; C: -0.9; D: 0.0
74: Cc1ccc(N(C(=O)c2ccco2)C(C(=O)NC2CCCC2)c2cccnc2)cc1F (stereo not given)
  A: 2; B: 4; C: -0.1; D: 0.0
75: Cc1cc(OCCNCCO)cc(C)c1Cl
  A: -2; B: -6; C: 0.4; D: 0.0
76: CCCCCC(=O)Oc1ccc(-c2cnc3ccccc3n2)cc1
  A: 7; B: 15; C: -0.9; D: 0.8
77: COc1ccc(CN2C[C@@H]3C[C@@H](c4cc(CC(C)C)[nH]n4)N4CCC[C@@]34C2=O)cc1
  A: -3; B: 0; C: 1.9; D: 0.2
78: C[C@H]1C(=O)N(C)CCN1c1nc2nonc2nc1NCc1ccccc1
  A: 5; B: 6; C: 1.0; D: 0.1
79: COc1cc2c(c(OC)c1)C(c1cc(OC)c(OC)cc1Br)CC(=O)N2 (stereo not given)
  A: 11; B: 6; C: 5.1*; D: 0.0
80: O=C(O)c1ccccc1NS(=O)(=O)c1cccs1
  A: 15; B: -1; C: -0.1; D: -0.2
81: Cn1nc(CC(=O)Nc2cccc(O)c2)c2ccccc2c1=O
  A: 5; B: -7; C: 1.1; D: -0.1
82: CCCOc1c(OC)cccc1C1CC(=O)NC2=C1C(=O)CC(C)(C)C2 (stereo not given)
  A: 6; B: -3; C: -0.5; D: 0.3
